Screening data deposited in PubChem by National Center for Advancing Translational Sciences (NCATS).
TDP1 cell noCPT: qHTS for Inhibitors of human tyrosyl-DNA phosphodiesterase 1 (TDP1): qHTS in cells in absence of CPT. AID 686978, 2013. Potency, µM (doses to about 46.2 µM), for inactives: at the top dose activity change, negative = growth inhibition, hits mostly inhibitors. DT40 Tdp1-/- hTDP1 cells, no CPT, ATP luminescence, 48 h. 420,000 tested, 15% active; active means well fitted inhibition curve with a large enough effect; inconclusive means small, poorly fitted or top-dose-only effect; further: nearly all actives have a fitted effect of over 55% in size
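DT40 Tdp1-/-;hTDP1 cells, no CPT (DMSO vehicle only), 400 cells/well; compounds pin-transferred; ≥48 hr, 37 °C; CellTiter-Glo 30 min RT dark, luminescence read.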
The depositor's hits bear a star; ? = inconclusive. On the % scale 0 is the no-effect control and ±100 the full control effect; potency means the concentration at half of the fitted maximal effect.

SMILES	TDP1 cell noCPT
Cc1ccc(S(=O)(=O)N2C[C@H]3[C@H]4C(=O)N(Cc5ccccc5)C(=O)[C@H]4CC(=O)[C@H]3[C@@H]2c2ccccc2Cl)cc1	?
C=CCC[C@H](CCCCC)OC(=O)/C=C/[C@@H](O)[C@H](O)C[C@@H](O)CC=C	18µM*
Nc1ccn(C2OC(COC(=O)C34CC5CC(CC(C5)C3)C4)C(O)C2O)c(=O)n1 (configuration not stated)	0.37µM*
COc1ccc(CN2C(=O)CCCC2(C)c2nc3ccccc3[nH]2)cc1 (configuration not stated)	-10%
CCOC(=O)c1c(NC(=O)COC(=O)CCCOc2ccc(OC)cc2)sc(C(=O)N(C)C)c1C	?
CCCCCNC(=O)C(c1ccncc1)n1c(=O)c(-c2ccccc2)nc2ccccc21 (configuration not stated)	?
Cc1c(C(=O)NCc2ccc(Cl)c(Cl)c2)sc(=O)n1Cc1ccc(C(=O)N(C)C)cc1	10µM*
COc1ccc(-c2ccc3c(c2)c(Sc2ccccc2)c(-c2cc(OC)cc(OC)c2)n3C)cc1	-17%
O=C(COc1cccc(F)c1)Nc1nc(-c2ccccn2)cs1	2.6µM*
N#Cc1ccc(S(=O)(=O)N2CCCCC2c2cc(C(=O)Nc3cccc4c3CCCC4)no2)cc1 (configuration not stated)	?
O=C(COC(=O)CSc1ccc(F)cc1)NC1CC1	-4%
CCN(CC)CCN1CCN(c2cnc(C)cn2)CC1	3%
O=C(c1cc(-c2ccc(Cl)s2)nc2ccccc12)N1CCCC1	?
CCc1nc(SCC(=O)Nc2nnc(C(C)C)s2)n[nH]1	-9%
COc1ccc(CN2C(=O)CSCC2(C)C(=O)Nc2c(C)cccc2C)cc1OC (configuration not stated)	-11%
CC1(c2nnnn2Cc2ccccc2)CCC(=O)N1CCc1ccccc1F (configuration not stated)	-12%
O=C(O)CCc1ccc(-c2ccc(Cl)cc2)n1-c1cccc(C(F)(F)F)c1	-14%
COc1cc2ccccc2cc1C(=O)Nc1cccc(-c2nc3cc(C)c(C)cc3o2)c1C	-5%
CCOC(=O)C[C@@H]1OC[C@H](C(C)C)N1S(=O)(=O)c1ccc(C)cc1	?
NC(=O)COCCN1CCN(C(c2ccccc2)c2ccc(Cl)cc2)CC1 (configuration not stated)	?
C[C@H](O)[C@@H]1C(=O)N2CCc3ccc(-c4ccccc4)cc3[C@@H]2C[C@@H]1N(C)C(=O)c1cccnc1	?
OC(COc1cccc2ccccc12)CN1CCOCC1 (configuration not stated)	-21%
COc1ccc(-n2c(=O)c3c4c(sc3n(CC(=O)NCC3CCCO3)c2=O)CN(C(C)=O)CC4)cc1OC (configuration not stated)	2%
O=C(CNC(=O)c1cccc(-n2cccc2)c1)Nc1ccccc1Br	-31%
COC(=O)C1=CN(c2ccc(OC)cc2OC)C(N)=C(C#N)C1c1ccccc1F (configuration not stated)	0.58µM*
COC[C@@H]1CCCN1[C@@H]1CS(=O)(=O)N[C@H]1COCc1ccccc1	-26%
COc1ncnc2c1ncn2CCCNC1CCN(Cc2ccccc2)CC1	?
Cc1ccc(Cn2cc(CN3CC(N4CCN(C5CCN(C)CC5)CC4)CS3(=O)=O)nn2)cc1 (configuration not stated)	-3%
O=C(Nc1ccc2c(c1)CCC2)c1cccc(OC(F)F)c1	?
COc1cccc(CNc2nc3cc(-c4ccccc4C)sc3c(=O)n2C)c1OC	23µM*
C[C@H](O)[C@@H]1CN2CCc3c([nH]c4ccccc34)[C@@H]2C[C@@H]1N(C)C(=O)Nc1cc(Cl)cc(Cl)c1	?
CC1(C(=O)NS(=O)(=O)c2ccccc2C(F)(F)F)CCN1C(=O)CCc1ccccc1 (configuration not stated)	7%
COc1ccccc1-c1cnc(C(O)c2ccc(Cl)c(F)c2)[nH]1 (configuration not stated)	?
O=C(O)CCc1cccc2ccccc12	-17%
O=C(Nc1ccccc1Cl)c1cc(C2CCCN(C(=O)c3ccc4c(c3)CCO4)C2)on1 (configuration not stated)	15µM*
O=[N+]([O-])c1cccc(COc2cccc(CN3CCCC3)c2)c1	?
CCOCCC(=O)Nc1ccc2c(c1)c(=O)n(C)n2-c1ccccc1F	-21%
CCCCC[C@@H](C)N1C[C@@H](COCc2ccccc2)Oc2cc(N3CCC[C@@H]3CO)ccc2S1(=O)=O	?
CCOc1ccc(C=NNC(=O)c2cccc3ccccc23)cc1OCC	18µM*
Fc1cccc(F)c1[B-](F)(F)F	1%

7 entries drawn at random from the list so far, as already listed:
SMILES	TDP1 cell noCPT
CCOCCC(=O)Nc1ccc2c(c1)c(=O)n(C)n2-c1ccccc1F	-21%
Fc1cccc(F)c1[B-](F)(F)F	1%
CCOC(=O)c1c(NC(=O)COC(=O)CCCOc2ccc(OC)cc2)sc(C(=O)N(C)C)c1C	?
COc1ncnc2c1ncn2CCCNC1CCN(Cc2ccccc2)CC1	?
CC1(C(=O)NS(=O)(=O)c2ccccc2C(F)(F)F)CCN1C(=O)CCc1ccccc1 (configuration not stated)	7%
O=C(CNC(=O)c1cccc(-n2cccc2)c1)Nc1ccccc1Br	-31%
O=C(c1cc(-c2ccc(Cl)s2)nc2ccccc12)N1CCCC1	?

The list continues.
SMILES	TDP1 cell noCPT
O=C(CCNC(=O)N1CC(=O)Nc2ccccc21)NCc1ccccc1Cl	13µM*
Cc1cc(C(Br)(Br)Br)nc2ccccc12	2.5µM*
Oc1ccc(Nc2ccc3ccccc3c2)cc1	23µM*
CC(c1nc2ccccc2[nH]1)n1c(-c2ccncc2)nc2ccccc21 (configuration not stated)	-7%
O=C(COC(=O)c1ccc(F)c(S(=O)(=O)N2CCOCC2)c1)Nc1ccc(Cl)cn1	-12%
CCOc1cc(N2CCOCC2)c(OCC)cc1NS(=O)(=O)c1ccc2c(c1)CC(=O)N2	-13%
CC[C@@]1(O)C(=O)OCc2c1cc1n(c2=O)Cc2cc3c([N+](=O)[O-])cccc3nc2-1	0.21µM*
CCCOc1ccc(F)cc1-c1cc(C(=O)Nc2ccc(OC)nc2)[nH]n1	18µM*
COc1cc(/C=C/c2cc[n+](C)c3ccccc23)cc(OC)c1OC	-9%
Brc1ccc(CN2CCCCCC2)cc1	11%
COc1ccccc1S(=O)(=O)N(C)C[C@H]1Oc2ncc(Br)cc2C(=O)N([C@H](C)CO)C[C@H]1C	?
COc1ccc(C(=O)Nc2c(O)ccc3ccccc23)cc1OC	-28%
CCOC(=O)C1(C)CCN1C(=O)c1cccc(C(F)(F)F)c1 (configuration not stated)	-26%
Cc1ccc(NC(=S)NCc2ccccc2)cc1C	?
CN(C)CCNC(=O)c1c(CSc2ccc(Cl)cc2)noc1C(=O)NCc1ccccc1	16µM*
Cc1c(-c2ccccc2)n(O)[n+]([O-])c1-c1ccccc1	-21%
CCCCn1c(N)c(N(CC(C)C)C(=O)c2ccc(OC)c(S(=O)(=O)N3CCOCC3)c2)c(=O)[nH]c1=O	2%
COc1ccccc1Cc1c(-c2ccc(Cl)cc2)nc2ccc(Br)cn12	?
CCCCCNC(=O)C(C1CC1)n1c(=O)c(-c2ccco2)nc2ccccc21 (configuration not stated)	13µM*
O=C(NCC1CCC2(CCN(Cc3c[nH]c4ccccc34)CC2)O1)C1CCOCC1 (configuration not stated)	-11%
Cc1cccc(C)c1Nc1n[nH]c(=S)s1	?
COc1ccccc1Cc1c(-c2cccc(Cl)c2)nc2ccc(Cl)cn12	18µM*
O=C(Oc1ccc[nH]c1=O)c1ccccc1	-5%
CCC1CN(CCNC(=O)c2ccc3c(c2)OCCO3)Cc2cc(OC)ccc2O1 (configuration not stated)	-25%
O=S(=O)(NC(CO)Cc1ccccc1)c1cc(Cl)ccc1F (configuration not stated)	-3%
CC(=O)Nc1ccc2c(O)cc(S(=O)(=O)O)cc2c1	-21%
COc1ccc(Br)c(Cn2c(C)c(C(=O)NCc3ccccc3C(F)(F)F)sc2=O)c1	?
CCCCC(=O)N(C)c1c(CC)nc2c(OCc3ccc(C#N)cc3)cccn12	?
CC(C)N1CCN(C(=O)c2ccc([N+](=O)[O-])cc2)CC1	1%
CCCCC(c1nc2ccccc2[nH]1)n1c(-c2ccccc2)nc2ccccc21 (configuration not stated)	-12%
CNS(=O)(=O)c1ccc(CNC[C@H]2O[C@@H](n3cnc4c(=O)[nH]c(N)nc43)[C@H](O)[C@@H]2O)cc1	3%
CCOc1ccc(Oc2ccc(NS(=O)(=O)c3ccc(CCC(=O)O)cc3)cc2)cc1	?
COc1cc(N)c2ncccc2c1SC	?
C[C@@H]1CN[C@@H](CCO)/C1=C\c1ccccc1	-13%
COCCN(CCOC)Cc1cc(=O)oc2cc(C)c(C)cc12	?
Cn1cc(-c2csc(C(O)c3ccccc3)n2)cn1 (configuration not stated)	?
COc1ccc(-c2csc(C(C)(O)c3ccccc3)n2)cc1OC (configuration not stated)	?
CC(C)(O)CN(C(=O)c1ccc([N+](=O)[O-])cc1)C1CCCC1	-2%
OC(CCCN1CCCCC1)(c1ccccc1)c1ccc(C(F)(F)F)cc1 (configuration not stated)	18µM*
CN1CCN(C2CN(Cc3cn(Cc4ccccc4)nn3)S(=O)(=O)C2)CC1 (configuration not stated)	-7%
CN1C(c2ccc(F)cc2)=CS/C1=C(/C#N)c1nnc2n1-c1ccccc1SC2	?
Cc1c(C(=O)NCCc2ccncc2)cnn1-c1nccc(-c2ccccc2C(F)(F)F)n1	-57%
NNc1ccc([N+](=O)[O-])c2[nH][nH]c(=O)c12	1%
O=C(/C=C/c1ccccc1)c1ccc2ccccc2c1	16µM*
CC1(C(=O)NS(=O)(=O)c2ccccc2Cl)CCN1C(=O)Cc1ccc(Cl)cc1Cl (configuration not stated)	-2%
CCC(CC)C(=O)N(C)c1c(C)nc2c(OCc3ccc(Cl)cc3)cccn12	?
CCOC(=O)C1=CCN(S(=O)(=O)c2ccc(C)cc2)C1c1ccc(Br)cc1 (configuration not stated)	?
C[C@@H]1CN([C@H](C)CO)C(=O)CCCn2nncc2CO[C@H]1CN(C)S(C)(=O)=O	?
CSCCC(NC(=O)c1ccccc1)C(=O)OCC(=O)NCc1ccco1 (configuration not stated)	3%
CC1(C(=O)Nc2cccc(Oc3ccccc3)c2)Cc2c(-c3ccccc3)ccnc2O1 (configuration not stated)	?
The list continues.
SMILES	TDP1 cell noCPT
CC1(C(=O)NS(=O)(=O)Cc2ccccc2)CCN1C(=O)C1(c2ccc(Cl)cc2)CC1 (configuration not stated)	-3%
COc1ccc(NC(=O)[C@@H]2O[C@H](CO)[C@H](O)[C@H](O)[C@H]2O)cc1F	4%
CCOC(=O)[C@]12CCCC=C1N(CCC1=CCCCC1)C(=O)[C@H](CC(=O)N1CCC(c3ccccc3)CC1)C2	15µM*
C=CCNc1nc(NCCOC)c2sc(-c3ccccc3)cc2n1	13µM*
Cc1ncc2c(c1CNC(=O)c1ccc3c(c1)OCO3)CCN(C(=O)/C=C/c1ccc(Cl)cc1)C2	-27%
CCOC(=O)C1(C)CCCN(C(=O)Cc2ccc3ccccc3c2)C1 (configuration not stated)	9.2µM*
Cc1ccc(C(=O)Nc2ccc(Nc3ccccc3)cc2)cc1Br	4.1µM*
CC/C(=C/c1ccccc1OC)c1cc(-c2ccccc2)cc2oc3ccccc3c12	?
Cc1noc(NS(=O)(=O)c2ccc(NC(=O)c3ccccc3NS(=O)(=O)c3ccc(F)c(F)c3)cc2)c1C	2%
CC1=C(C(=O)OC(C)C)C(c2ccc(Cl)cc2)n2c(sc(=Cc3ccc(OCC(=O)O)cc3)c2=O)=N1 (configuration not stated)	?
CCCCN1CC[C@H]2C=CC[C@@H](C(=O)NCCc3ccccc3)[C@H]2C1=O	?
COc1ccc(-c2csc(NC(=O)CS(=O)(=O)c3ccccc3)n2)cc1OC	16µM*
CN(CCc1ccccc1)C(=O)c1ccc(NC(=O)Cc2cccc(NC(=O)C3CCN(C(=O)C4CCCC4)CC3)c2)cc1	9.2µM*
CCCC(=O)Nc1cc(-c2nnc(OC)c3ccccc23)ccc1N1CCOCC1	?
Cc1ccc(C2NC(=O)c3ccccc3N2)c(C)c1 (configuration not stated)	2.9µM*
CC(C)(C)OC(=O)N1CCC(C(=O)Nc2cccc(C(=O)N3CCCC3)c2)CC1	-11%
COc1ccc(/C=C/C(=O)Nc2nc3n(n2)C(c2ccccc2)C=C(c2ccccc2)N3)cc1 (configuration not stated)	5.8µM*
Oc1ccccc1C=NN=CC=Cc1ccccc1	?
O=C(C[n+]1ccccc1Br)c1ccc(F)cc1	?
CN1CCN(C(=O)c2ccc(-c3cc4nc(NCc5cccnc5)n(C)c(=O)c4s3)cc2)CC1	?
OC(c1ccc2c(c1)CN(Cc1c[nH]c3ccccc13)CCO2)c1ccccn1 (configuration not stated)	?
CCN1C(=O)[C@H]2[C@@H](c3ccc(C)cc3)N[C@]3(CCCN(Cc4ccc(Cl)cc4)C3=O)[C@H]2C1=O	21µM*
CCOc1ccccc1C=NN=Cc1ccccc1O	-24%
COC(=O)C[C@H]1c2cc(C(F)(F)F)ccc2S(=O)(=O)N1c1ccc(N(C)C)cc1	10µM*
COc1ccc(F)cc1-c1cc(C(=O)Nc2cccnc2)[nH]n1	-10%

Molecules shown so far that have a nitro group on carbon, in the order listed:
SMILES	TDP1 cell noCPT
O=[N+]([O-])c1cccc(COc2cccc(CN3CCCC3)c2)c1	?
CC[C@@]1(O)C(=O)OCc2c1cc1n(c2=O)Cc2cc3c([N+](=O)[O-])cccc3nc2-1	0.21µM*
CC(C)N1CCN(C(=O)c2ccc([N+](=O)[O-])cc2)CC1	1%
CC(C)(O)CN(C(=O)c1ccc([N+](=O)[O-])cc1)C1CCCC1	-2%
NNc1ccc([N+](=O)[O-])c2[nH][nH]c(=O)c12	1%

Not all compounds are listed; rates above refer to the full screens.
